Compound activity (PubChem BioAssay)
TNAP inhibition = human TNAP enzyme inhibitors, biochemical, luminescent (AID 518); inhibition, % at 20 µM; hits with a dose series show IC50 in µM; actives 0.09% (n = 64,000); purified TNAP enzyme, luminescent substrate readout; higher % means a stronger effect; in the data active means a potency from the dose series; inactive means the rest, 99 in 100 with inhibition below about 22%;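 further: plate controls were vehicle for no effect and reference inhibitor for full effect; many of its hits are not listed in these tables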
Spn PMK inh = inhibitors of Streptococcus pneumoniae phosphomevalonate kinase. purified PMK, PK/LDH-coupled NADH absorbance 340 nm. inhibition, % at 10 µM. actives 0.49% (n = 65,000). AID 539;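 active means top-ranked compounds by inhibition in the single 10 µM screen, taking a fixed number of the strongest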;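 further: 0% = full reaction with DMSO carrier and 100% = background rate without enzyme reaction; no value below 0 was filed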
HT1080 viability = cytotoxicity in HT1080 fibrosarcoma cells, cell-based, fluorescence readout (AID 620); HT1080 viability, fluorescence; higher % means a stronger effect; one-dose cytotoxicity, % at 10 µM; EC50 in µM for titrated hits; actives 0.42% (n = 87,000);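 further: cells exposed to compound overnight then 4 h with Alamar Blue; 0% = vehicle DMSO and 100% = killing control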
HPDE-C7 viability = cytotoxicity in HPDE-C7 cells, cell-based, fluorescence, HTS (AID 430); HPDE-C7 pancreatic duct cells viability, fluorescence; higher % means a stronger effect; cytotoxicity, % at 10 µM, or EC50 in µM where a hit was titrated; actives 1.8% (n = 63,000);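 further: cells exposed to compound for 48 hours before viability readout; 0% = vehicle and 100% = reference cytotoxic drug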
KRASV12 cytotoxicity = cytotoxicity in KRAS-transformed pancreatic duct cells, primary screen, cell-based, fluorescence, HTS (AID 431). one-dose cytotoxicity, % at 10 µM; EC50 in µM for titrated hits. actives 1.7% (n = 63,000). HPDE-C7K KRASV12 cells, Alamar Blue viability, 48 h; higher % means a stronger effect;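 active means compounds whose percent cytotoxicity in the single-dose primary screen, scaled between solvent and toxic-drug controls, exceeds 50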;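 further: 0% = DMSO solvent wells and 100% = doxorubicin-treated wells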
Bfl-1 displacement = displacement of Bid BH3 peptide from Bfl-1 – biochemical, fluorescence polarization, FITC-Bid, mouse, primary screen (AID 432); FITC-Bid BH3 peptide fluorescence polarization displacement; higher % means a stronger effect; one-dose displacement, % at 20 µM; IC50 in µM for titrated hits; actives 0.02% (n = 64,000); in the data active means a potency from the dose series; inactive means the rest, 99 in 100 with displacement below about 15%; further: strong numbers were not always called active
Spn MK inh = S. pneumoniae mevalonate kinase inhibition; inhibition, % at 10 µM; purified MK, PK/LDH-coupled NADH absorbance 340 nm; AID 555; actives 0.48% (n = 65,000);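 active means ranked among the strongest by inhibition in the single 10 µM screen, a fixed top-ranked set picked for dose follow-up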; further: no value below 0 was filed
DPM-DC inhibit = inhibitors of Streptococcus pneumoniae diphosphomevalonate decarboxylase; actives 0.49% (n = 65,000); calls only at 10 µM; AID 556; purified DPM-DC, PK/LDH coupled NADH fluorescence;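 active means the 320 compounds with the highest percent inhibition in the single-dose primary screen, excluding strongly autofluorescent ones, cut at about 32% in these data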;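 further: kinetic rate of NADH fluorescence loss reporting ADP formed by the decarboxylase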
LYP inhibition = inhibition of human PTPN22 tyrosine phosphatase – biochemical, DiFMUP fluorescence, recombinant catalytic domain, 10 µM, primary screen (AID 606); recombinant LYP catalytic domain, DiFMUP fluorescence; higher % means a stronger effect; inhibition, % at 10 µM, or IC50 in µM where a hit was titrated; 52,000 tested, under 10 active;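 active means IC50 under 40 µM in the dose-response test; inactive means IC50 of 40 µM or more, or never dose-tested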
Spn PMK inh pilot replicates = second read-out of Spn PMK inh, no call of its own (marks repeat the call); inhibition, %; measured here: pilot screen replicates
Spn MK inh pilot replicates = recorded beside Spn MK inh, whose call it bears; inhibition, %; measured here: pilot screen replicates
DPM-DC inhibit pilot screen % = second read-out of DPM-DC inhibit, no call of its own (marks repeat the call); inhibition, %; measured here: pilot screen trials
* marks the source's active call; other numbers are inactive results; i = inactive; / = not tested or not shown; + = active, no number; [ ] = dose if it differs, or a comment. Unless noted, no stated cut-off is given here; in the data, active means cytotoxicity above about 50%; inactive means the rest. Compounds as they come. Share with any hit: about 3.4%.

SMILES	TNAP inhibition	Spn PMK inh	HT1080 viability	HPDE-C7 viability	KRASV12 cytotoxicity	Bfl-1 displacement	Spn MK inh	DPM-DC inhibit	LYP inhibition	others
Cc1cnc(C(=O)OCC(=O)NC2CCCC(C)C2C)cn1 (stereo unspecified)	1%	6	2%	-6%	-4%	-8%	0	i	-1%
N#CCCN1CCN(S(=O)(=O)c2ccc(C#N)cc2)CC1	9%	14	21%	-2%	-8%	2%	0	i	/
O=C(NCc1ccco1)c1ccc(=O)oc1	8%	3	0%	-6%	6%	-1%	0	i	/
CCOc1ccc(-n2c(Cc3cc(=O)[nH]c(=O)[nH]3)nnc2SCc2cccnc2)cc1	4%	11	-4%	5%	-2%	1%	3	i	2%
COc1cccc(NC(=O)C2CC(=O)OC23CCOC(C)(C)C3)c1 (stereo unspecified)	4%	0	1%	-10%	-14%	4%	11	i	14%
COc1cccc(-c2nc(N3CCCCC3)c3ccccc3n2)c1O	4%	7	-19%	-8%	-19%	3%	9	i	11%
CC(=O)N1c2c(cc(Br)cc2S(=O)(=O)N2CCN(C(=O)c3ccco3)CC2)CC1C (stereo unspecified)	7%	0	4%	-11%	-9%	1%	9	i	5%
COC(=O)c1cc(NCc2c(F)cccc2Cl)ccc1N1CCOCC1	1%	10	-1%	-1%	-1%	1%	4	+	14%
CCc1nnc(NC(=O)CSc2nnc(-c3cc4ccccc4cc3O)n2CCOC)s1	12%	1	-2%	18%	10%	-7%	8	i	-1%
CCOc1ccc(S(=O)(=O)NCCC(=O)OCN2C(=O)c3ccccc3C2=O)cc1	10%	13	-6%	-7%	-4%	-4%	0	i	/
Cc1cccc2sc(NC(=O)C3CCCN(S(=O)(=O)c4cccc5nonc45)C3)nc12 (stereo unspecified)	8%	11	/	-19%	-8%	-4%	6	i	/
O=C(NC1CCCCC1)c1ccc(N2CCCC2=O)cc1	5%	14	-5%	-7%	4%	1%	0	i	3%
CCN(CC)c1ccc(NC(=O)Nc2cccc(C(C)=O)c2)cc1	8%	0	5%	3%	16%	2%	0	i	13%
CC(C)(Oc1ccc(-c2ccco2)cc1)C(=O)O	5%	5	0%	-14%	-12%	3%	4	i	/
CCc1ccc(S(=O)(=O)NCCc2cn3ccccc3n2)s1	-14%	16	-2%	-3%	1%	-14%	0	i	-6%
O=C(Nc1ccc2c(c1)OCCO2)C1CCCN(c2ncccn2)C1 (stereo unspecified)	11%	12	5%	-4%	-6%	4%	0	i	/
COCCNC(=O)c1ccc2c(c1)ncn2-c1ccc(F)c(F)c1	/	21	14%	/	/	/	1	i	2%
O=C(Cn1cc2c(n1)CCCC2)NCc1cccnc1	6%	6	-9%	-4%	9%	4%	5	i	4%
CCOC(=O)N1CCN(c2nc(C)c3c(n2)CC(C)CC3=O)CC1 (stereo unspecified)	0%	10	-16%	-14%	-15%	1%	11	i	-3%
COc1ccc(CCNC(=O)CN2C(=O)c3ccccc3S2(=O)=O)cc1	/	5	10%	/	/	/	2	i	/

Two successive records from above, quoted:
SMILES	TNAP inhibition	Spn PMK inh	HT1080 viability	HPDE-C7 viability	KRASV12 cytotoxicity	Bfl-1 displacement	Spn MK inh	DPM-DC inhibit	LYP inhibition	others
CCOC(=O)N1CCN(c2nc(C)c3c(n2)CC(C)CC3=O)CC1 (stereo unspecified)	0%	10	-16%	-14%	-15%	1%	11	i	-3%
COc1ccc(CCNC(=O)CN2C(=O)c3ccccc3S2(=O)=O)cc1	/	5	10%	/	/	/	2	i	/

The main list resumes, starting 2 compounds before the break.
SMILES	TNAP inhibition	Spn PMK inh	HT1080 viability	HPDE-C7 viability	KRASV12 cytotoxicity	Bfl-1 displacement	Spn MK inh	DPM-DC inhibit	LYP inhibition	others
CCOC(=O)N1CCN(c2nc(C)c3c(n2)CC(C)CC3=O)CC1 (stereo unspecified)	0%	10	-16%	-14%	-15%	1%	11	i	-3%
COc1ccc(CCNC(=O)CN2C(=O)c3ccccc3S2(=O)=O)cc1	/	5	10%	/	/	/	2	i	/
O=C(COc1ccc(Cl)cc1)Nc1ccccc1CO	15%	5	-1%	-3%	8%	-8%	/	i	8%
Cc1ccc(-n2nc(-c3cccs3)cc2C(=O)NCC2CCCO2)c(C)c1 (stereo unspecified)	5%	15	-2%	-14%	-2%	-7%	7	i	7%	Spn PMK inh pilot replicates=1.0;Spn MK inh pilot replicates=0.0;DPM-DC inhibit pilot screen %=0.5
N/C(CSc1nc(-c2ccccc2)c(-c2ccccc2)o1)=N\O	4%	1	-1%	7%	16%	-3%	1	i	5%
COc1ccc(CNc2n[nH]c(NCc3ccc(OC)c(OC)c3)n2)cc1OC	-2%	10	-4%	4%	-6%	-2%	8	i	23%
CC1CCc2c(sc3nc(C4CC4)nc(SCC(=O)NCc4ccco4)c23)C1 (stereo unspecified)	12%	8	2%	-8%	-8%	-3%	5	i	9%
CN1C(=O)N(C)C2(CC1(C)C)CC(C)(C)N(C)C(=O)N2C	3%	8	-12%	2%	0%	6%	1	i	-4%
O=C(CCN1C(=O)c2ccccc2C1=O)Nc1ccc(-c2cn3ccsc3n2)cc1	4%	0	-2%	-9%	6%	2%	0	i	/
CCCNc1ncnc2c1cnn2-c1ccc(OC)cc1	8%	0	17%	4%	8%	-3%	5	i	9%
c1ccc(NCc2nc(-c3ccccc3)no2)cc1	17%	0	6%	-5%	-2%	-2%	1	i	7%
CC(=O)OCC(OC(C)=O)C(OC(C)=O)C(OC(C)=O)C(=O)Nc1ccc(C)cc1 (stereo unspecified)	5%	3	3%	-15%	-5%	-1%	10	i	2%
COC(=O)C1=C(N)Oc2cc(C)oc(=O)c2C1c1ccncc1 (stereo unspecified)	6%	8	1%	1%	-2%	3%	5	i	4%
Cc1nc(N2CCCC2)c2ccsc2n1	11%	17	4%	2%	10%	-11%	0	i	/
Cc1cc2c(cc1C)C(=O)NC(C)(C)C2	16%	5	15%	-37%	-1%	-7%	0	i	/	Spn PMK inh pilot replicates=1.0;Spn MK inh pilot replicates=0.5;DPM-DC inhibit pilot screen %=0.0
CCc1nc(Sc2nc(C)cc(C)n2)c2oc3ccccc3c2n1	-1%	5	1%	-22%	-11%	-3%	2	i	11%
COC(=O)c1nc2n(n1)C(c1cccc(Cl)c1)C1=C(CCCC1=O)N2 (stereo unspecified)	8%	2	7%	-2%	7%	-5%	6	i	3%
COc1cc(NC(=O)Nc2ccccc2OC)c(OC)cc1NC(=O)CN1CCCCC1	16%	0	6%	2%	48%	-10%	7	i	/
Cc1nnc(SCC(=O)NCc2ccc3c(c2)OCO3)[nH]c1=O	6%	12	3%	-13%	-6%	4%	7	i	9%
Cc1cc2c(cc(C(=O)OC(C(=O)NCc3ccco3)C(C)C)n2C)o1 (stereo unspecified)	12%	17	0%	3%	-8%	-8%	12	i	11%
CCSc1nc(C)cc(Oc2ccc(=O)n(C)n2)n1	3%	10	-4%	-22%	-24%	4%	8	i	/
Oc1ccccc1C1=Nc2ccccc2N=C(c2ccco2)C1	10%	0	2%	9%	15%	5%	2	i	2%
Cn1c(=O)c(C(=O)Nc2cnccn2)c(O)c2ccccc21	9%	1	6%	24%	35%	-2%	6	i	8%
CCN(CC)C(=O)CSc1nc2cccnc2n1-c1ccccc1OC	4%	8	-5%	1%	1%	-3%	13	i	2%
CC1(C)CC(=O)C(C=Nc2ccccc2)=C(O)C1	3%	14	-4%	2%	-7%	-2%	2	i	/
CC1CCc2c(nc3ncnn3c2N2CC(C)OC(C)C2)C1 (stereo unspecified)	10%	10	0%	3%	-3%	7%	1	i	13%
Cn1c(CCNC(=O)c2ccco2)nc2cc(NC(=O)C3CCCCC3)ccc21	4%	5	-4%	-27%	-11%	7%	8	i	-2%	Spn PMK inh pilot replicates=3.5;Spn MK inh pilot replicates=1.0;DPM-DC inhibit pilot screen %=1.0
CCOc1ccccc1CNc1ccc(N2CCOCC2)c(C(=O)O)c1	10%	0	9%	-1%	6%	-4%	3	i	-8%
CCCc1nc2n[nH]c(N)c2c2c1CCC2	-3%	0	13%	-13%	-14%	-13%	10	i	/
O=C(Cn1cnc2c(nnn2Cc2ccccc2F)c1=O)N1CCN(c2ccccc2)CC1	/	9	0%	/	/	/	2	i	-9%
CC(=O)NCCc1nc2ccccc2[nH]1	14%	12	0%	-8%	-1%	-10%	0	i	11%	Spn PMK inh pilot replicates=2.5;Spn MK inh pilot replicates=0.0;DPM-DC inhibit pilot screen %=1.0
O=C(CN(Cc1ccccc1F)C(=O)c1ccco1)NCc1ccc(F)cc1	7%	11	-2%	-4%	-13%	-5%	0	i	4%
CC(=O)OCc1cc2cc(C)ccc2[nH]c1=O	0%	16	-6%	-2%	-12%	3%	9	i	0%
OC(CCN1CCOCC1)(c1ccc(Cl)cc1)C1CCCCC1 (stereo unspecified)	8%	8	-2%	3%	5%	0%	0	i	4%	Spn PMK inh pilot replicates=0.0;Spn MK inh pilot replicates=0.0;DPM-DC inhibit pilot screen %=0.5
CCS(=O)(=O)N1CCC(C(=O)NCCc2ccc(OC)c(OC)c2)CC1	8%	10	-2%	-7%	-5%	6%	3	i	0%
O=C1CCCC2=C1C(c1cccs1)n1nc(SCc3ccccc3F)nc1N2 (stereo unspecified)	16%	0	-4%	-11%	8%	8%	4	i[may fluoresce]	0%	Spn PMK inh pilot replicates=1.5;Spn MK inh pilot replicates=0.0;DPM-DC inhibit pilot screen %=64
C=CCSc1nc2c(c(=O)n(C)c(=O)n2C)n1CC	9%	7	2%	5%	7%	4%	1	i	8%
COCCCNC(=O)CC(NS(=O)(=O)c1ccc(Cl)cc1)c1ccco1 (stereo unspecified)	18%	7	-10%	-8%	8%	-9%	0	i	-1%	Spn PMK inh pilot replicates=3.5;Spn MK inh pilot replicates=1.0;DPM-DC inhibit pilot screen %=0.0
COc1ccc(-c2noc(CCC(=O)N3CCN(Cc4ccccc4)CC3)n2)cc1	15%	0	/	-6%	-3%	-7%	1	i	2%
O=C(CCN1CCc2ccccc2C1)Nc1ccc(F)cc1	/	6	7%	/	/	/	12	i	3%
FC(F)(F)c1cc(-c2ccco2)nc(-n2nc(C(F)(F)F)cc2C2CC2)n1	13%	12	-2%	6%	-6%	0%	5	i	/
Cc1ccnc(SCCn2c(Br)nc3c2c(=O)n(C)c(=O)n3C)n1	6%	9	-2%	-2%	-4%	-3%	8	i	12%
N#Cc1cn(-c2ccccc2)nc1-c1ccccc1	2%	9	7%	0%	5%	3%	2	i	5%
CC(C)(C)c1ccc(NC(=O)COC(=O)C2=COCCO2)cc1	10%	12	-8%	9%	9%	-2%	1	i	8%
COc1ccc(NC(=O)C23CCC(C2)C(C)(C)C3=O)cc1 (stereo unspecified)	3%	2	6%	-21%	-27%	-6%	0	i	6%
CC1CCCCN1CCNC(=O)C1CC(=O)N(c2ccc(F)c(Cl)c2)C1 (stereo unspecified)	1%	22	5%	3%	0%	8%	4	i	-4%
COc1cc2c(cc1NC(=O)CSCC(=O)O)oc1ccccc12	8%	1	1%	9%	10%	-2%	11	i	/
COc1ccc(NC(=O)CSc2nncs2)cc1OC	8%	16	18%	-3%	-9%	8%	8	i	-4%
